HIV peptide binding: inhibitors of HIV fusion peptide binding, primary screen, biochemical, uHTS, fluorescence dequenching (AID 1986) | 0.3% of 290,000 active | inhibition, % at 20 µM; hits with a dose series show IC50 in µM | cell-free peptide binding, fluorescence dequenching, 30 min; higher % means a stronger effect; in the data active = inhibition mostly above about 52%, no sharp cut-off; inactive = mostly below about 76%; note: some results filed as inactive read as strong as hits
Siah-1 displacement: Siah-1 peptide-binding antagonists, primary screen, biochemical, fluorescence polarization, rhodamine-plectin, uHTS (AID 1817); E3 ubiquitin-protein ligase SIAH1 (Homo sapiens); Siah-1 / rhodamine-plectin peptide fluorescence polarization; higher % means a stronger effect; one-dose displacement, % at 20 µM; IC50 in µM for titrated hits; 0.02% of 290,000 active;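 active = displacement of at least 50% at 20 µM, with a fluorescence ratio check between 0.3 and a set limit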;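 note: plate controls were Siah plus tracer with DMSO for no effect and tracer alone without Siah for full effect; strong numbers were not always called active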
AID2073: inhibitors of Mint1-CaV2.2 protein interaction, biochemical, HTRF (AID 2073). Voltage-dependent N-type calcium channel subunit alpha-1B (Homo sapiens). HTRF protein-protein interaction, Mint1-CaV2.2; higher % means a stronger effect. inhibition, % at 20 µM, or IC50 in µM where a hit was titrated. 0.19% of 290,000 active; in the data active = inhibition mostly above about 51%, no sharp cut-off; inconclusive = no clear call, values can overlap the other calls; inactive = mostly below about 53%; note: some results filed as inactive read as strong as hits
NOD1 inhibition: NOD1 signaling inhibitors, primary screen, cell-based, luminescence, uHTS (AID 1578); NOD1-driven NF-kB luciferase reporter cells, luminescence; higher % means a stronger effect; inhibition, % at 4 µM, or EC50 in µM where a hit was titrated; 1% of 290,000 active; in the data active = inhibition mostly above about 36%, no sharp cut-off; inactive = mostly below about 34%;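 note: HEK-293T reporter cells stimulated with the NOD1 agonist gamma-tri-DAP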
KOR beta-arrestin-1: KOR antagonists, beta-arrestin recruitment, cell-based, luminescence, uHTS (AID 1778) | Kappa-type opioid receptor (Homo sapiens) | KOR beta-arrestin recruitment, luminescence, antagonist mode; higher % means a stronger effect | inhibition, % at 10 µM, or IC50 in µM where a hit was titrated | 0.091% of 290,000 active; in the data active = inhibition above about 50%; note: strong numbers were not always called active
KOR beta-arrestin-2: KOR agonists, beta-arrestin recruitment, primary screen, cell-based, luminescence, uHTS (AID 1777). Kappa-type opioid receptor (Homo sapiens). KOR beta-arrestin recruitment, luminescence; higher % means a stronger effect. activation, % at 10 µM; hits with a dose series show EC50 in µM. 0.02% of 280,000 active; in the data active = activation above about 50%, passing the limit was not always enough; note: a part of the inactive calls stands beside numbers as strong as those of hits
GPR55 activation: GPR55 agonists via beta-arrestin recruitment, primary screen, imaging, U2OS cells, beta-arrestin-GFP redistribution (AID 1961); G-protein coupled receptor 55 (Homo sapiens); activation, % at 10 µM; hits with a dose series show EC50 in µM; 0.048% of 290,000 active; U2OS GPR55 beta-arrestin-GFP redistribution imaging; higher % means a stronger effect;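 active = activation above 40% with more than 50 cells counted in the well; inconclusive = wells holding fewer than 50 cells, flagged as toxic or sparse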;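 note: U2OS osteosarcoma cells stably expressing GPR55 and beta-arrestin-GFP; plate controls were DMSO negative control for no effect and LPI positive control for full effect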
GPR35 antagonists: GPR35 antagonists blocking zaprinast-driven arrestin recruitment, primary screen, imaging, U2OS, beta-arrestin-GFP, zaprinast agonist (AID 2058); G-protein coupled receptor 35 (Homo sapiens); U2OS GPR35 beta-arrestin-GFP translocation imaging, zaprinast antagonism; higher % means a stronger effect; inhibition, % at 10 µM, or IC50 in µM where a hit was titrated; 0.052% of 290,000 active;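 active = inhibition of at least 50% with at least 30 cells and total cytoplasm GFP at most 10,000,000; inconclusive = under 30 cells or total GFP of 10,000,000 plus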
GPR55 LPI antagonism: GPR55 antagonists blocking LPI-driven arrestin recruitment, primary screen, imaging, U2OS, beta-arrestin-GFP, LPI agonist (AID 2013); G-protein coupled receptor 55 (Homo sapiens); U2OS GPR55 beta-arrestin-GFP translocation imaging, LPI antagonism; higher % means a stronger effect; inhibition, % at 10 µM; hits with a dose series show IC50 in µM; 0.13% of 290,000 active;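 active = spots per cell inhibited over 60%, with over 100 cells counted and total cytoplasm intensity under 500,000; inconclusive = wells with under 100 cells, flagged as likely toxic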;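 note: U2OS cells stably carrying GPR55 and arrestin-GFP stimulated by 5 µM LPI near EC80; imaged beta-arrestin-GFP aggregate spots per cell after agonist stimulation; plate controls were LPI-stimulated DMSO wells for no effect and DMSO wells without LPI for full effect; some results filed as inactive read as strong as hits; confirmed hits need IC50 under 10 µM and bright autofluorescent wells are also inconclusive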
Active calls of the source: *; ? = inconclusive; / = not tested or not shown; [ ] = dose if it differs, or a comment.

Order of values: HIV peptide binding, Siah-1 displacement, AID2073, NOD1 inhibition, KOR beta-arrestin-1, KOR beta-arrestin-2, GPR55 activation, GPR35 antagonists, GPR55 LPI antagonism
1) COc1ccc(S(=O)(=O)N(C)C)cc1NC(=O)CSc1nnc(-c2cccnc2)o1
  -2.5%, 4%, -3%, -31%, 19%, -4.5%, 0.0%, -1%, 12%
2) O=S1(=O)CCC(NC(=S)SCCOc2ccccc2)C1 (configuration not stated)
  -1.0%, 3%, -5%, -27%, 18%, -0.7%, -0.2%, 23%, 22%
3) O=C(CSc1ncnc2c1nnn2Cc1ccc(F)cc1)NC1CCCC1
  -1.1%, -4%, 17%, 35%, 20%, -4.3%, -0.3%, -1%, 7%
4) COc1ccccc1NC(=O)c1c(Nc2ccccc2C)sc(C(=O)Nc2cccc(Cl)c2)c1N
  9.2%, 3%, 11%, -1%, -15%, 1.3%, 0.1%, -22%, 24%
5) Cc1ccc(Nc2nc(-c3ccc(F)cc3)cs2)nc1
  0.2%, -2%, -1%, -64%, -89%[20 µM], 1.7%, -0.1%, 4%, 20%
6) Brc1ccc(-c2nnc(-c3ccc4c(c3)OCO4)o2)o1
  -4.7%, 8%, 4%, -37%, 19%, -5.4%, ?, -2%, 9%
7) O=C(Nc1ncc(Cc2cc(Cl)ccc2Cl)s1)c1ccc([N+](=O)[O-])cc1
  -2.5%, 16%, 7%, 38%, -27%, 0.6%, -0.1%, 1%, -1%
8) CCOc1ccc(CCNC(=O)C(C)n2nc(C)n3c(cc4occc43)c2=O)cc1OCC (configuration not stated)
  2.5%, 3%, 14%, 5%, -29%, 3.5%, -0.1%, 10%, 6%
9) CC(C)c1ccc(NC(=O)N(CCc2nc3ccccc3[nH]2)C2CCCC2)cc1
  -0.9%, 3%, -4%, -32%, -24%, 6.4%, -0.1%, 4%, -1%
10) COc1ccc(/C=C2/C(=N)N3N=C(CC(=O)N4CCCC4)SC3=NC2=O)cc1OC
  3.9%, 2%, 5%, -24%, -20%, -2.9%, -0.1%, 19%, 6%
11) Cc1c(N2C(=O)c3ccc(Br)cc3C2=O)c(=O)n(-c2ccccc2)n1C
  0.2%, 0%, 9%, 17%, 24%, -2.4%, -0.1%, 18%, /
12) CCNC(=O)CSc1nnc(-c2cc(-c3ccc(Cl)cc3)nc3ccccc23)o1
  7.2%, 10%, 5%, -15%, -5%, -0.5%, 0.3%, -2%, 4%
13) CSc1nc2ccc(NC(=O)C3=NN(c4ccccc4)C(=O)CC3)cc2s1
  -1.2%, -3%, 6%, -25%, -17%, 1.9%, 0.8%, -12%, -5%
14) COC(=O)c1ccc(COc2ccc(-c3nnn(CC(N)=O)n3)cc2)cc1
  0.9%, 9%, 14%, -2%, 8%, -1.6%, 0.6%, -2%, 17%
15) COc1ccccc1NC(=O)Oc1cccc(OC(=O)c2ccccc2)c1
  -0.3%, -1%, 9%, -5%, 15%, 1.4%, 0.0%, 6%, -9%
16) COc1ccc(-c2nc(CS(=O)(=O)CC(=O)Nc3ccc(Cl)cc3)c(C)o2)cc1
  -1.4%, -4%, 2%, 28%, -62%, 6.1%, 0.6%, 8%, 10%
17) COc1ccc(OC)c2c(C)cc(N3CCN(C(=O)c4ccc(F)cc4)CC3)nc12
  2.0%, 1%, 17%, 12%, -7%, 4.1%, 0.2%, 16%, 8%
18) CS(=O)(=O)N(CC(=O)N1CCCCCC1)c1cccc(Cl)c1Cl
  0.7%, 11%, 5%, -23%, 1%, -0.7%, -0.2%, -7%, 13%
19) COc1cc(CCC(=O)Nc2c(C(=O)N3CCN(c4ccccc4OC)CC3)oc3ccccc23)on1
  0.6%, -3%, 8%, 18%, -18%, 2.2%, 0.0%, 2%, 4%
20) C#CC1(NC(=O)NCCCC)CCCCC1
  0.0%, -1%, -7%, -20%, -18%, 6.5%, -0.3%, -8%, -7%
21) Fc1ccc2c(c1)[C@H]1OCC[C@H]1[C@@H](c1ccco1)N2
  0.4%, -2%, 12%, -16%, 18%, -4.9%, -0.4%, -6%, 3%
22) CC(/C=N/NC(=O)CSc1nc2ccccc2n1C)=C\c1ccco1
  9.8%, 20%, -13%, -11%, 0%, 1.5%, -0.2%, -10%, -3%
23) COc1ccccc1N1CCN(CC(=O)Nc2ccc(C)c(F)c2)CC1
  -0.8%, 5%, -3%, 43%, -46%, 6.4%, -0.2%, 8%, 4%
24) Cc1nc2sc(C(c3cccs3)N3CCN(c4cccc(Cl)c4)CC3)c(O)n2n1 (configuration not stated)
  -2.1%, -3%, -4%, -8%, 14%, 2.6%, -0.5%, 6%, 6%
25) CC1CCc2c(sc(/N=C/c3cccnc3)c2C(N)=O)C1 (configuration not stated)
  -0.8%, -2%, -30%, 0%, 4%, 10%, -0.2%, -16%, -5%
26) COc1ccc(NC(=O)c2cccc(NC(=O)C3C4CC5OC(=O)C3C5C4)c2)c(OC)c1 (configuration not stated)
  1.5%, 2%, -2%, /, 26%, -0.3%, 0.2%, -2%, 0%
27) CCOc1ccc(C2=Nn3c(nnc3-c3ccccn3)SC2)cc1
  -1.6%, -2%, -4%, -18%, -11%, 2.1%, -0.2%, 4%, -18%
28) O=C(NCc1ccco1)/C(=C/c1ccc(Cl)cc1)NC(=O)c1ccco1
  -1.6%, -2%, 4%, -25%, 23%, -3.6%, -0.1%, 8%, -4%
29) CC(=O)C1=C(O)C(=O)N(c2ccc(Br)cc2)C1c1cccc([N+](=O)[O-])c1 (configuration not stated)
  2.9%, 1%, -2%, -14%, -4%, -2.6%, -0.1%, 12%, 5%
30) CCN(CC)S(=O)(=O)c1cccc(C(=O)NCC(c2ccccc2)N(C)C)c1 (configuration not stated)
  -0.4%, -2%, -2%, -20%, 15%, -1.7%, -0.2%, -13%, 10%

Some of these compounds in order of the KOR beta-arrestin-2 value, falling.
cpd | canonical_smiles | KOR beta-arrestin-2
16 | COc1ccc(-c2nc(CS(=O)(=O)CC(=O)Nc3ccc(Cl)cc3)c(C)o2)cc1 | 6.1%
22 | CC(/C=N/NC(=O)CSc1nc2ccccc2n1C)=C\c1ccco1 | 1.5%
30 | CCN(CC)S(=O)(=O)c1cccc(C(=O)NCC(c2ccccc2)N(C)C)c1 (configuration not stated) | -1.7%

The listing continues:
Order of values: HIV peptide binding, Siah-1 displacement, AID2073, NOD1 inhibition, KOR beta-arrestin-1, KOR beta-arrestin-2, GPR55 activation, GPR35 antagonists, GPR55 LPI antagonism
31) CC(C)C(c1nnnn1CC1CCCO1)N1CCN(C2CCCC2)CC1 (configuration not stated)
  3.0%, 4%, -7%, 3%, 5%, -5.3%, -0.2%, -10%, 4%
32) COc1ccc(CNC(=O)Nc2ccc(C)cc2C)cc1
  0.1%, 3%, 50%, -21%, 2%, 0.3%, 0.1%, 4%, 0%
33) Cc1ccc(CNC(=O)c2oc3ccc(S(=O)(=O)N4CCC5(CC4)OCCO5)cc3c2C)cc1
  -1.0%, 5%, 6%, 40%, -9%, -1.1%, -0.3%, -10%, 12%
34) CCOc1ccccc1NC(=O)N1CCC(NC(=O)C2CCCCC2)CC1
  1.0%, -1%, -1%, 5%, -64%, -4.8%, -0.1%, -14%, 10%
35) NC(=O)C1CC(=O)N(c2ccc(OCC(=O)Nc3cccc(C(F)(F)F)c3)cc2)C1 (configuration not stated)
  -2.8%, -3%, -8%, 17%, /, 4.1%, -0.1%, -5%, -3%
36) CC1=CC(c2ccc(Cl)cc2)n2nc(NC(=O)c3ccccc3)nc2N1 (configuration not stated)
  -1.6%, -4%, -4%, 25%, -46%, 5.0%, 0.0%, -3%, 5%
37) COc1cccc(N2CCN(C(=O)c3cccn4c(=O)c5c(C)c(C)sc5nc34)CC2)c1
  -0.9%, 10%, 9%, -28%, 22%, -2.7%, 0.0%, -2%, 15%
38) CCN(CC)S(=O)(=O)c1ccc2c(c1)nc(CCC(=O)Nc1ccccc1Cc1ccccc1)n2CC
  -2.2%, 0%, 8%, -2%, 20%, -4.0%, -0.1%, 12%, 3%
39) COc1ccc(/C=N/N2CCOCC2)cc1Cn1cc([N+](=O)[O-])cn1
  -0.6%, 1%, 38%, -4%, -6%, 9.0%, -0.1%, -6%, -1%
40) COc1ccccc1N1CCN(C(c2cc3cc(C)ccc3[nH]c2=O)c2nnnn2C2CCCC2)CC1 (configuration not stated)
  3.8%, 6%, -2%, 4%, 3%, -4.4%, -0.1%, 5%, -12%
41) O=C(COC(=O)c1ccccn1)Nc1ncc(C(F)(F)F)cc1Cl
  -3.7%, -4%, 10%, 4%, 4%, 0.4%, -0.2%, 17%, 16%
42) COC(=O)c1ccc(COC(=O)C23CC4CC(CC(O)(C4)C2)C3)o1
  0.5%, -2%, -7%, 4%, 10%, 15%, 0.2%, -12%, 9%
43) Cc1occc1C(=O)N/N=C/C=C/c1ccccc1[N+](=O)[O-]
  -1.2%, 0%, 27%, -9%, 10%, -4.6%, 0.5%, -14%, 8%
44) N#CC(c1ccc(Cl)nn1)c1ccc(Cl)cc1Cl (configuration not stated)
  -1.8%, 0%, -7%, -3%, -18%, 1.1%, 0.1%, 14%, -5%
45) Cc1ccc(C)c(S(=O)(=O)N2CCN(C(=O)c3cccnc3)CC2)c1
  0.6%, 2%, 9%, -37%, -19%, 4.4%, -0.1%, -10%, 0%
46) O=C(CCn1c(=O)sc2ccccc21)NCCC1=CCCCC1
  -0.8%, -5%, 19%, 24%, -106%, 7.9%, -0.1%, -4%, 8%

Rewritten in transposed form: part of the list above.
45: Cc1ccc(C)c(S(=O)(=O)N2CCN(C(=O)c3cccnc3)CC2)c1
41: O=C(COC(=O)c1ccccn1)Nc1ncc(C(F)(F)F)cc1Cl
37: COc1cccc(N2CCN(C(=O)c3cccn4c(=O)c5c(C)c(C)sc5nc34)CC2)c1
entry no.,45,41,37
HIV peptide binding,0.6%,-3.7%,-0.9%
Siah-1 displacement,2%,-4%,10%
AID2073,9%,10%,9%
NOD1 inhibition,-37%,4%,-28%
KOR beta-arrestin-1,-19%,4%,22%
KOR beta-arrestin-2,4.4%,0.4%,-2.7%
GPR55 activation,-0.1%,-0.2%,0.0%
GPR35 antagonists,-10%,17%,-2%
GPR55 LPI antagonism,0%,16%,15%

An excerpt, so the mix of outcomes need not match the whole.
